Compound activity from PubChem.
H9c2 TAG inh: triacylglycerol accumulation inhibition; H9c2 cells, Nile Red lipid (TAG) fluorescence; cells loaded with 200 µM oleic acid; inhibition, % at 12.5 µM; actives 0.66% (n = 230,000);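 active = pattern-corrected inhibition of lipid staining of at least 50% with the nuclear-stain viability signal not falling by more than 50%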;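 note: 0% = DMSO wells and 100% = triacsin C control wells; some results filed as inactive read as strong as hits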
H9c2 TAG inh DAPI viability: recorded beside H9c2 TAG inh, whose call it bears; DAPI nuclei signal change (viability), lower = more cytotoxic, %;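 whole-well DAPI fluorescence read on a plate reader as a viability signal; minus 50 percent equals half of cells still viable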
* = called active by the depositor. Some of the compounds tested, so the mix of outcomes need not match the whole.

mol | H9c2 TAG inh | H9c2 TAG inh DAPI viability
COc1ccccc1OCC(=O)NCc1cccs1 | 1 | -11
COc1ccc(C2CC(c3ccccc3)=NN2C(=O)CSc2ncn[nH]2)cc1 (centres undefined) | 8 | 6
CC1CCCC(NC2CCCCNC2=O)C1 (centres undefined) | -3 | -8
O=C(CSc1nc2ccccc2c(=O)n1CCCN1CCOCC1)Nc1ccc(Br)cc1 | 12 | 0
Cc1cc(=O)n2nc(N3CCC(C(=O)NC(C)c4ccccc4)CC3)sc2n1 (centres undefined) | 1 | 0
CC1CC(=O)Nc2ccccc2N1C(=O)Nc1ccc(F)cc1F (centres undefined) | 0 | 2
NC(=O)c1ccccc1OCC(=O)c1ccc(Cl)cc1 | 21 | -3
O=C(NCc1ccc(F)cc1)NC(=O)c1ccc(Cl)cc1 | 5 | 2
CCc1ccc(C(=O)COC(=O)C2CCN(c3ccc(C(F)(F)F)cn3)CC2)cc1 | 7 | -5
Cc1c(NC(=O)C(C)OC(=O)c2cccnc2Cl)c(=O)n(-c2ccccc2)n1C (centres undefined) | -4 | -1
C=CCn1c(=N)n(CC(=O)c2ccccc2)c2ccccc21 | 17 | -12
O=C(Cc1cccs1)N=Nc1c(O)[nH]c2ccc(Br)cc12 | -7 | 6
Cc1ccccc1C(=O)c1cccn1CC(=O)NC(C)c1ccc2c(c1)OCCO2 (centres undefined) | -6 | 1
O=C1CCCC2=C1C(c1ccncc1)n1c(nc3ccccc31)N2 (centres undefined) | 12 | 56
CC(C)CCC(C)N=Cc1c(O)n(Cc2ccccc2)c(=O)c2ccccc12 (centres undefined) | -9 | -2
COCCn1cnnc1SCC(=O)Nc1cc(OC)c([N+](=O)[O-])cc1C | -9 | 4
Cc1nc(N2CCC3(CC2)OCCO3)c2nnn(Cc3ccccc3F)c2n1 | -11 | 0
COc1cccc(CCC(=O)Nc2cc3c(cc2C(=O)O)OCCCO3)c1OC | 6 | 6
O=C(CSc1ccc2c(c1)OCCO2)Nc1cccnc1Cl | -1 | -6
Cc1ccc(NC(=O)c2sc3nc(C)nc(N4CCN(c5ccccn5)CC4)c3c2C)c(C)c1 | -13 | 6
COC(=O)NC(=S)Nc1ccc(Oc2ccc(Cl)cc2Cl)c(Cl)c1 | 6 | 4
CCCCCCCCNCCS(=O)(=O)NCc1ccccc1 | -12 | 1
CCCCN1C(=O)C(CC(=O)NC2CCCC2)CC(C(=O)N(CC)CC)=C1C (centres undefined) | 5 | -5
CC1Oc2ccccc2N(CC(=O)NCc2ccccc2)C1=O (centres undefined) | -1 | 20
COc1ccc(Cl)cc1NC(=O)CN(C)C(=O)C1COc2ccccc2O1 (centres undefined) | 20 | 2
Cn1ncc(SCc2ccccc2)c(Cl)c1=O | -27 | 3
N#CC1(Nc2ccccc2)C(=O)Nc2ccccc21 (centres undefined) | -13 | 6
CC1CCCC(NC(=O)COC(=O)/C=C/c2ccc(F)cc2)C1C (centres undefined) | -83 | 3
Cc1ccc(C(C(=O)NC2CCCC2)N(C(=O)CCC(=O)Nc2cc(C)on2)c2ccccc2)cc1 (centres undefined) | 9 | -10
CCN(c1ccccc1)S(=O)(=O)c1ccc(C(=O)N(CCCN(C)C)c2nc3c(C)cccc3s2)cc1 | 1 | 0
O=C(CCc1nc(-c2cccs2)no1)NCc1ccc(F)cc1Cl | 6 | -1
CC(Sc1ncccn1)C(=O)Nc1ccc2c(c1)OCO2 (centres undefined) | -3 | -2
CC1=CS/C(=C(/C#N)C(=O)N2CCOCC2)N1c1ccccc1 | -10 | -3
COc1nc(NC2CCCCC2)nc(NC(C)(C)C)n1 | -18 | -5
Cc1cc(C)cc(NC(=O)CSc2nc3ccccc3nc2N2CCCC2)c1 | 41 | -1
CC1CCCN(C(=O)COC(=O)CNS(=O)(=O)c2ccc3ccccc3c2)C1 (centres undefined) | -4 | 9
N#C/C(=C(/O)COC(=O)c1cccnc1Cl)c1nc2ccccc2[nH]1 | 11 | 11
CC(=O)OCC(OC(C)=O)C(OC(C)=O)C(OC(C)=O)C(=O)Nc1cccc(C)c1 (centres undefined) | 12 | 4
CCOC(=O)Cc1csc(NC(=O)CSc2nnc(C(C)C)n2CC)n1 | 8 | -2
O=C(Nc1ccccc1Cl)C1CC(=O)N(Cc2ccco2)C1 (centres undefined) | -7 | -1
COc1ccc(Cn2c(-c3ccco3)nc3oc4cc(OC)ccc4c(=O)c3c2=O)cc1 | 3 | -1
COc1ccc(-c2cccc(-c3cc(=O)oc4ccc(C(C)(C)C)cc34)c2)cc1 | -33 | -2
COc1ccc(C2=NOC(Cn3nc(C(=O)O)cc3-c3ccccc3)C2)cc1 (centres undefined) | 15 | 4
CCCCOC(=O)c1ccc(NC(=O)COC(=O)c2ccc3ncsc3c2)cc1 | 16 | -9
CC1CN(Cc2nc3c(c(=O)n(C)c(=O)n3C)n2CCN2CCOCC2)CC(C)O1 (centres undefined) | 12 | 4
S=C(NCCc1c[nH]c2ccccc12)NC1CC1 | -25 | 5
O=C(O)Cc1ccc(NC(=O)c2cccc(NC(=O)c3ccco3)c2)cc1 | 13 | 2
CCN(CC)S(=O)(=O)c1cnccc1N1CCN(c2cccc(Cl)c2)CC1 | 7 | 7
Cc1ccc(-c2nc3ncccn3c2Nc2ccc3c(c2)OCCO3)o1 | -3 | 12
Cc1ccccc1C(=O)N1CCC(C(=O)NN2C(=O)NC3(CCCCC3)C2=O)CC1 | -2 | -2

13 compounds from above, arranged by SMILES length, low to high.
mol | H9c2 TAG inh | H9c2 TAG inh DAPI viability
Cn1ncc(SCc2ccccc2)c(Cl)c1=O | -27 | 3
S=C(NCCc1c[nH]c2ccccc12)NC1CC1 | -25 | 5
N#CC1(Nc2ccccc2)C(=O)Nc2ccccc21 (centres undefined) | -13 | 6
O=C(CCc1nc(-c2cccs2)no1)NCc1ccc(F)cc1Cl | 6 | -1
Cc1ccc(-c2nc3ncccn3c2Nc2ccc3c(c2)OCCO3)o1 | -3 | 12
CCOC(=O)Cc1csc(NC(=O)CSc2nnc(C(C)C)n2CC)n1 | 8 | -2
Cc1cc(C)cc(NC(=O)CSc2nc3ccccc3nc2N2CCCC2)c1 | 41 | -1
O=C(O)Cc1ccc(NC(=O)c2cccc(NC(=O)c3ccco3)c2)cc1 | 13 | 2
COc1ccc(C2=NOC(Cn3nc(C(=O)O)cc3-c3ccccc3)C2)cc1 (centres undefined) | 15 | 4
CC1CCCN(C(=O)COC(=O)CNS(=O)(=O)c2ccc3ccccc3c2)C1 (centres undefined) | -4 | 9
CC1CN(Cc2nc3c(c(=O)n(C)c(=O)n3C)n2CCN2CCOCC2)CC(C)O1 (centres undefined) | 12 | 4
COc1ccc(Cn2c(-c3ccco3)nc3oc4cc(OC)ccc4c(=O)c3c2=O)cc1 | 3 | -1
Cc1ccc(C(C(=O)NC2CCCC2)N(C(=O)CCC(=O)Nc2cc(C)on2)c2ccccc2)cc1 (centres undefined) | 9 | -10

More records:
mol | H9c2 TAG inh | H9c2 TAG inh DAPI viability
CCC1Nc2ncnc(N3CCCCC3)c2N(Cc2ccc(C)cc2)C1=O (centres undefined) | 31 | -2
Nc1ccc(Cl)c[n+]1Cc1cccc2cccnc12 | 0 | 5
Cc1ccc(C(=O)NC2CCC(C)CC2)o1 (centres undefined) | 15 | -6
CCOc1cccc(CNc2ccc(O)cc2)c1OCc1ccccc1Cl | 12 | -3
Cc1ccc(NC(=O)CN2CCN(S(=O)(=O)c3ccc(F)cc3)CC2)cc1C | 2 | -6
CCOC(=O)CNC(=O)CSc1ccc2nnc(-c3cccnc3)n2n1 | 4 | -7
CC1CN(C2=CC(=O)CCC2)CC(C)O1 (centres undefined) | -7 | -1
Cc1ccc(S(=O)(=O)Cn2nnnc2C(c2ccccc2)N2CCN(c3ncccn3)CC2)cc1 (centres undefined) | 8 | -8
Cc1ccc(NC(=O)CN2C(=O)S/C(=C/c3ccc(-c4cccc(C(=O)O)c4)o3)C2=O)cc1 | -2 | -2
O=C(CN1C(=O)NC(CCc2ccccc2)C1=O)Nc1cccc(Br)c1 (centres undefined) | -14 | -3
CCOC(=O)C1(C)CCN1C(=O)c1csnn1 (centres undefined) | 2 | 2
C/C(=N\NC(=O)c1ccccc1C)c1ccc(NC(=O)c2cccs2)cc1 | 10 | -1
O=C(CCN1CCc2ccccc2C1)Nc1ccc2c(c1)OCO2 | -13 | 5
CCN1CCN(c2ccc(N=Cc3ccccc3O)cc2)CC1 | -16 | 165
CCCCCC(=O)NC(=S)NNC(=O)c1ccc([N+](=O)[O-])cc1 | 1 | 9
Cc1cc(-c2n[nH]c(=S)n2CC(C)C)cs1 | -6 | 7
CCc1noc(C)c1C(=O)N1CCC(CCC(=O)Nc2cccc(C)c2)CC1 | -11 | -5
O=Cc1ccc(N2CCN(S(=O)(=O)c3ccc4c(c3)CC(=O)N4)CC2)cc1 | 13 | -3
O=[N+]([O-])c1ccc(S(=O)Cc2ccccc2)c([N+](=O)[O-])c1 (centres undefined) | 100 | -76
CC(C)Cc1nnc(NC(=O)CSc2nc(N)cc(=O)[nH]2)s1 | -5 | 6
COc1cccc(-n2cnc3scc(-c4cccs4)c3c2=O)c1 | -11 | 0
CCCS(=O)(=O)N1CCC(C(=O)NC2CCCCC2C)CC1 (centres undefined) | 17 | -7
C=C(C)CNC(=S)N/N=C1\CCCCc2ccccc21 | 13 | -3
O=C(COC(=O)c1ccc(S(=O)(=O)N2CCOCC2)cc1)NCc1ccccc1 | -2 | 0
CC(C)C(=O)N1C2CCC1CC(O)(c1ccc(F)cc1)C2 (centres undefined) | -19 | -3
Cc1cccc(-c2cc3nc(C)cc(NCCCn4ccnc4)n3n2)c1 | -5 | 12
Cc1ccc2nc(N3C(=O)C(O)=C(C(=O)c4ccc(C)o4)C3c3cccc(O)c3)sc2c1 (centres undefined) | 2 | 1
O=[N+]([O-])c1ccc(OCc2n[nH]c(=S)n2-c2ccccc2)cc1 | -6 | 4
CC(=O)Nc1nc(C)cs1 | 7 | 3
O=C(CC12CC3CC(CC(C3)C1)C2)N/N=C\c1ccc[nH]1 | 3 | -5
CCN(CC)S(=O)(=O)c1ccc2c(c1)N(CC(=O)N(CCc1ccncc1)C(C)C)C(=O)CO2 | -7 | 18
CN(C)c1ccc(C(CNS(=O)(=O)c2cccc([N+](=O)[O-])c2)N2CCOCC2)cc1 (centres undefined) | 5 | 2
Cn1cc(/C=C/C(=O)N2CCCC(C(=O)c3cccc4ccccc34)C2)cn1 (centres undefined) | 1 | -2
CCOc1ccccc1NC(=S)N1CCN(c2nc(-c3cccc(OC)c3)cs2)CC1 | -16 | 16
O=C(CCNS(=O)(=O)c1cccc2nsnc12)NC1CCCc2ccccc21 (centres undefined) | 2 | -7
CC(C)(C)c1cc(C(=O)N2CCN(c3ncccn3)CC2)ccn1 | 16 | -8
Cn1c(-c2ccco2)nc2cc3ccccc3cc21 | -16 | 72
Cc1ccc(NC(=O)Cn2nc(C)cc2C)cc1 | 3 | -4
O=C(O)c1cccc(NC(=S)NCc2ccccc2)c1 | 4 | 0
Cc1ccc2c(c1)C(O)(CC(=O)c1ccc3c(c1)OCO3)C(=O)N2 (centres undefined) | -6 | -6
NC(=O)C1CCN(C(=O)CNC(=O)c2ccccc2)CC1 | -4 | -3
CNC(=O)/C(C#N)=C/c1ccc(-c2ccccc2[N+](=O)[O-])o1 | 6 | -3
O=C(Nc1ncccc1O)c1ccc(Cl)c(S(=O)(=O)N2CCCC2)c1 | -2 | 2
O=C(CC(c1ccccc1)c1cc(Br)ccc1O)NCCN1CCOCC1 (centres undefined) | -8 | 13
CCN(C(=O)COC(=O)CCC(=O)c1ccc(C)cc1)c1c(N)n(Cc2ccccc2)c(=O)[nH]c1=O | -16 | 3
N#Cc1cc2c(nc1SCC(=O)N1CCCCC1)CCCC2 | -8 | 3
O=c1cc(-c2ccccc2)cc(-c2ccccc2)n1CCO | -14 | -3
CCOC(=O)C1(Cc2cccc(OC)c2)CCN(Cc2ccccc2)CC1 | -33 | 11
FC(F)(F)c1nc2nccnc2[nH]1 | -7 | -1
COc1ccc(-c2ccc3oc(-c4ccsc4)c(-c4ccc(OC)cc4)c3c2)cc1 | -67 | 10

New compounds follow:
mol | H9c2 TAG inh | H9c2 TAG inh DAPI viability
O=[N+]([O-])c1ccc(Cl)cc1Sc1cccc2cccnc12 | -3 | 0
CCOC(=O)C1=C(C)Nc2nc(SC)nn2C1c1ccc(C(=O)OC)cc1 (centres undefined) | 10 | -4
CC(=O)c1ccc(NC(=O)C(C)N(C)CC(=O)Nc2cccc(F)c2)cc1 (centres undefined) | 1 | 1
CC1CN(c2cc(=O)n(Cc3ccc(F)cc3)c(=O)[nH]2)CC(C)O1 (centres undefined) | -6 | -1
O=C(O)c1ccc(N/N=C/c2ccc(C(F)(F)F)cc2)cc1 | 13 | 2
Cc1cc(NC(=O)c2c(Cl)cnn2C)no1 | 25 | -9
O=C(CSC1=NS(=O)(=O)c2cc(Cl)ccc2N1)c1ccc(Cl)cc1 | 6 | 0
Cc1ccc(Nc2nnc(-c3ccccc3N)o2)cc1C | -2 | 4
O=C1[C@H]2[C@@H](c3ccc(F)cc3)N3C(=O)N(c4cccc(F)c4)C(=O)[C@@]3(Cc3ccccc3)[C@H]2C(=O)N1C1CCCCC1 | 26 | -9
COc1ccc(C2C(C(=O)Nc3ccccc3)=C(C)N=C3SCC(=O)N32)cc1 (centres undefined) | 0 | 7
Cc1cc(C)c(S(=O)(=O)N2CC=C(c3ccccc3)CC2)c(C)c1 | 8 | 0
